bIAP act = intestinal alkaline phosphatase (bovine) activation; activation factor at 20 µM; 200,000 tested, 0.17% active; purified bovine IAP, CDP-star luminescence, 30 min; active compounds read high; fold of DMSO-control signal, blank-subtracted;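 active = activation factor of 2 or more at 20 µM, a signal rise over negative controls twice the positive control's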
TNAP act hiacc = increases human TNAP activity under high phosphate acceptor concentration; 200,000 tested, under 10 active; purified TNAP, CDP-star luminescence, 1 M DEA, 30 min; active compounds read high; 0 = EDTA background, 1 = DMSO-only activity; P05186; activation factor at 20 µM;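 active = activation factor at least 2 at 20 µM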
Target sequence (P05186 whole entry, looked up): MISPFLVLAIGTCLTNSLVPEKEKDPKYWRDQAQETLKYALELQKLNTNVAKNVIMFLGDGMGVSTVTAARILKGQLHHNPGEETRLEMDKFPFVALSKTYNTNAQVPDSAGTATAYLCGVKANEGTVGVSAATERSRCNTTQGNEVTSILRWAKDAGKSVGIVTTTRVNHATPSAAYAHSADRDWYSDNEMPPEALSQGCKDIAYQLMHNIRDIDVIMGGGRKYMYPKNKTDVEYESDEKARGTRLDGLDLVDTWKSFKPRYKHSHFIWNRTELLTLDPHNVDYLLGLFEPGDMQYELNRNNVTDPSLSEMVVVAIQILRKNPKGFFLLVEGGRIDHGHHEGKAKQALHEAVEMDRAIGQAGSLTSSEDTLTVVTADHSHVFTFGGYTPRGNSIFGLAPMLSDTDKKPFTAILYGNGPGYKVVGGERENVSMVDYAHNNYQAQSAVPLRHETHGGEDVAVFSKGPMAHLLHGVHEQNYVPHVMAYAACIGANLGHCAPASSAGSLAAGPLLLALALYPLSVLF
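Measured by: Luminescent substrate turnover signal | Test system: Human TNAP | Input: TNAP 1/800 final | Dosing: 20 µM single point | Schedule: 30 min, room temperature | Controls: EDTA wells as negative control, DMSO wells as positive control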
ROMK primary = human ROMK K+ channel modulation, primary screen | P48048 | Tet-inducible ROMK, thallium flux fluorescence; actives lie on both sides | B-score at 10 µM | 130,000 tested, 2% active;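 active = signal ratio slope over the read window, or its plate-corrected B-score, at least 3 SD from the plate mean, either direction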;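 note: B-score of the F/F0 ratio slope over 7 to 12 s after thallium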
Target sequence (P48048 whole entry, looked up): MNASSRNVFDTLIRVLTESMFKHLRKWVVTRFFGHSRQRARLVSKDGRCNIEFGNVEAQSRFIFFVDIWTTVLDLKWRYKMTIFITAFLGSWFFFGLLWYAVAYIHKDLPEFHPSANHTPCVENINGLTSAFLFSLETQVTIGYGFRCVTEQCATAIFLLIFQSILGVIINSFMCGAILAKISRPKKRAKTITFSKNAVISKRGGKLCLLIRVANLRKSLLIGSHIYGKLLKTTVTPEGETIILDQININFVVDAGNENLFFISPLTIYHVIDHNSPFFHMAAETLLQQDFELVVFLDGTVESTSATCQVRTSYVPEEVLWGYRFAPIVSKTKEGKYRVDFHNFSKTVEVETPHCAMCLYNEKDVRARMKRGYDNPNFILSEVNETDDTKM
SRC2 TRFRET art = flags TR-FRET format artefacts in PPARgamma SRC-2 recruitment agonist screen; AID 1049; TR-FRET artefact counter-screen; active compounds read high; 200,000 tested, 0.4% active; TR-FRET ratio at 8 µM; in the data active = TR-FRET ratio above about 2000; note: inactives centre near 1500
STAT3 blocker = inhibitors of IL-6 induced STAT3 signaling; U3A cells, IL-6 STAT3-luciferase reporter, luminescence; host cell line lacks STAT1; inhibition, % at 5.5 µM; 190,000 tested, 0.89% active;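 active = inhibition above the mean inhibition across all screened compounds plus 3 SD, cut at about 44% in these data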;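 note: 0% = DMSO only wells and 100% = 100 µM nifuroxazide control wells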
PPARg SRC-3 ag = promotes SRC-3 coactivator recruitment by human PPARgamma; P37231; biochemical PPARgamma/SRC-3 coactivator recruitment assay; activation, % at 8 µM; 200,000 tested, 0.26% active; in the data active = activation above about 23%;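 note: 0% = DMSO and 100% = reference agonist; some compounds past the cut are filed as inactive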
STAT3 activator = increases IL-6 driven STAT3 reporter signal | U3A cells, IL-6 STAT3-luciferase reporter, luminescence; 100% = signal with IL-6 EC80 alone | AID 871 | 190,000 tested, 0.91% active | activation (% of control), % at 5.6 µM;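 active = activation above the screen-wide mean of compound activation plus 3 SD, cut at about 130% in these data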;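 note: 0% = background luminescence of wells with medium and substrate only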
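Material: STAT1-lacking human U3A cells, STAT3 luciferase reporter | Benchmarks: IL-6-only wells as 100% reference | Probe or stimulus: IL-6 (33 ng/mL) | Timing: Compound 1 h, then IL-6 6 h at 37 °C | Detection: Luminescence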
PPARg SRC1 recr = promotes SRC-1 coactivator recruitment by human PPARgamma | P37231 | PPARgamma-SRC-1 coactivator recruitment biochemical assay | 200,000 tested, 0.41% active | AID 631 | activation, % at 8 µM; in the data active = activation above about 19%;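 note: 0% = DMSO and 100% = reference agonist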
STAT1 blocker = inhibitors of IFN-gamma induced STAT1 signaling; NIH 3T3 STAT1-luciferase reporter, luminescence; inhibition, % at 5.5 µM; 200,000 tested, 0.35% active;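 active = inhibition above a set limit, the mean inhibition across all tested compounds plus 3 SD, cut at about 34% in these data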;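 note: 0% = IFN-gamma with DMSO and 100% = IFN-gamma with 300 µM nifuroxazide; values of inactives mirror those of a sister screen read the other way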
bIAP inhibitor = blocks bovine intestinal alkaline phosphatase activity. inhibition, % at 20 µM. 190,000 tested, under 10 active. purified bovine IAP, CDP-star luminescence, 30 min;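 active = over 50% inhibition of intestinal alkaline phosphatase at 20 µM in the single-dose screen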
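Assay system – bovine IAP enzyme · Quantity – bovine IAP at 1/65,000,000 final dilution · Detection – CDP-star luminescence signal · Times – 30 min reaction at room temperature · Also added – CDP-star substrate at 30 µM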
PPARg SRC-2 ag = agonists of SRC-2 recruitment by human PPARgamma. 200,000 tested, 0.34% active. PPARgamma LBD-SRC-2 recruitment, biochemical. activation, % at 8 µM. AID 1032; in the data active = activation above about 22%;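 note: 0% = vehicle and 100% = reference agonist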
Starred values were filed as active, the others as inactive; · = not tested or not shown.

SMILES	bIAP act	TNAP act hiacc	ROMK primary	SRC2 TRFRET art	STAT3 blocker	PPARg SRC-3 ag	STAT3 activator	PPARg SRC1 recr	STAT1 blocker	bIAP inhibitor	PPARg SRC-2 ag
O=[N+]([O-])c1cc(-c2ccn[nH]2)ccc1Cl	1	1	-0.45	1457	4	8	96	-6	-9	-2	-1
Cc1ccc(C(=O)NC(=S)Nc2cc(C(F)(F)F)ccc2Cl)cc1	0.9	1	·	1561	27	-6	86	-9	0	11	1
Cc1ccc(S(=O)(=O)N2CCCN(S(=O)(=O)c3ccc(C)c(C)c3)CC2)cc1C	0.9	1	0.2	1650	5	12	95	10	-2	9	6
Cc1ccc(NCc2cccnc2)cc1	0.9	1	0.97	1497	10	0	96	4	1	10	3
COc1ccccc1NC(=O)CC(NCc1ccccc1)C(=O)O (centres undefined)	2.3*	1.1	-0.059	1615	6	6	98	-1	-1	-134	-4
Cc1nn(Cc2ccc(Cl)cc2)c(C)c1NC(=O)C(c1ccccc1)c1ccccc1	1.1	1	·	1400	-3	-4	105	-2	-5	-6	-11
O=C(C/C=N\OCc1ccc([N+](=O)[O-])cc1)Nc1ccccc1	1.3	1	-0.37	1404	8	4	101	-1	-1	-32	-3
COCCCNC(=O)CN(Cc1ccc(Cl)cc1)S(C)(=O)=O	1	1	1.7	1409	3	7	101	-5	2	-1	-7
CCOc1ccc(-n2c(Cc3cc(=O)[nH]c(=O)[nH]3)nnc2SCC(=O)Nc2nnc(C)s2)cc1	0.9	1.1	-0.99	1517	10	5	97	2	-7	9	0
COC(=O)c1cccc(N(C(=O)CNC(=O)c2ccco2)C(C(=O)NC2CCCC2)c2ccco2)c1 (centres undefined)	1	1.1	·	1315	6	-1	100	-5	-1	-5	4
COc1ccc(OC)c(S(=O)(=O)Nc2cc(OC)c(Cl)cc2OC)c1	1	1	·	1376	-3	-8	104	3	-2	4	6
O=C(O)CCCC(=O)N1CCC(C(O)(c2ccccc2)c2ccccc2)CC1	1	1.1	0.051	1372	3	5	99	5	3	2	10
COc1ccc(/C=C2\SC(=O)N=C2N)cc1OC	0.9	1	·	1621	-6	2	107	9	-15	13	5
CC1(C(=O)CSc2ncn[nH]2)CCC(=O)O1 (centres undefined)	1	1.1	0.017	1566	4	2	103	4	5	-2	-4
O=C(OCCN1C(=O)c2cccc3c(N4CCOCC4)ccc(c23)C1=O)c1cc(Cl)cc(Cl)c1	1	1	·	1606	8	5	95	9	11	2	3
COC(=O)CSc1nc2ccc(NC(=O)CSc3nnnn3Cc3ccccc3)cc2s1	1	1	0.63	1540	-8	8	107	6	-4	4	4
CCCCNC(=O)C(CC)Sc1nc2sc(C(=O)OC)c(C)c2c(=O)n1N (centres undefined)	1	1	·	1654	-1	13	105	3	1	-2	3
CCCc1nc(NCc2ccccc2)c(C#N)c2c1CCCC2	0.9	1.1	-0.21	1517	-4	1	101	3	2	9	5
CCOC(=O)c1c(C)[nH]c(C(=O)COC(=O)c2ccc(F)c(S(=O)(=O)N3CCOCC3)c2)c1C	1	1	-0.0082	1669	16	8	89	3	3	2	13
Cn1c(=O)cc(OCCCC(=O)NCCN2CCN(c3ccccc3F)CC2)c2ccccc21	1	1.1	·	1725	12	9	94	4	0	2	5
CCOC(=O)N1CCC(NC(=O)CCC(=O)N2CCOc3ccc(C)cc32)CC1	1.1	1.1	·	1570	-1	5	104	3	8	-10	7
COc1ccc(C(=O)COC(=O)CNC(=O)c2ccc(OC)cc2)cc1	1	1	-0.87	1522	10	4	94	10	-4	-2	3
COc1ccccc1NC(=O)Cc1noc(CN(C)Cc2cccs2)n1	1	1.1	·	1551	-26	-3	128	12	9	2	6
CN(C)S(=O)(=O)c1ccc(N=Cc2c(C(F)(F)F)[nH]n(C)c2=O)cc1	1.1	1	0.58	1877	13	-2	95	3	1	-6	9
Cc1ccc(NS(=O)(=O)c2cccc(C(=O)NN3CCOCC3)c2)cc1	1.1	1	-0.18	1607	11	-2	95	3	5	-12	6
COc1ccc(NC(=S)NCC(O)c2ccccc2)c(OC)c1 (centres undefined)	0.9	1	1	1417	0	0	103	-3	-6	13	-1
CC(=O)Nc1ccc(S(=O)(=O)n2nc(C)cc2C)cc1	0.9	1.1	·	1520	5	-10	99	4	-2	8	5
Cn1c(=O)[nH]c(=O)c2c1nc(CN1CCN(c3ccc(F)cc3)CC1)n2CCc1ccccc1	0.9	1	0.83	1517	-2	-6	103	1	-7	9	0
COc1ccc(/C=C2\SC(=O)N(CCNC(=O)Cc3coc4cc(OC)ccc34)C2=O)cc1	1.1	1	1.5	1547	0	2	100	2	6	-9	6
CCCNC(=O)NCc1ccc(N2CCCC2=O)cc1	0.9	1.1	·	1555	-4	2	106	3	-10	6	4
O=C(C[n+]1cccc(/C=N/O)c1)N1CCCc2ccccc21	1	1	-1.1	1512	8	-2	95	1	-13	-1	-5
Nc1cc(S(=O)(=O)O)cc([N+](=O)[O-])c1O	1	0.9	0.096	1443	4	9	103	11	0	4	-4
O=C(N/N=C/c1ccc(Cl)c([N+](=O)[O-])c1)c1ccc2nc[nH]c2c1	1.1	1	·	1346	11	-4	94	-10	-8	-10	-1
COc1cccc(Nc2nc(-c3ccc(O)cc3)cs2)c1	0.8	1	·	1577	13	13	92	10	-22	22	12
Cc1ccc(-c2nc(CSc3nc4ccccc4c(=O)n3CCO)cs2)cc1	0.7	1	·	1467	-2	4	104	5	0	25	2
CCCc1sc(N/N=C/c2ccccn2)nc1-c1ccc(F)cc1	0.9	0.9	·	1651	13	-8	93	2	-2	7	1
CCOC(=O)N1CCN(S(=O)(=O)c2ccc(OC)c3ccccc23)CC1	1	1	·	1759	-5	10	105	3	5	4	12
COC(=O)c1ccccc1NC(=O)Nc1cccc(C)n1	0.9	1.1	1.2	1565	5	2	99	10	4	6	7
Cc1cc(C(=O)CN2C(=O)CN(C)C2=O)c(C)n1-c1cccc(S(=O)(=O)N2CCOCC2)c1	1.1	1	0.56	1623	-7	-1	107	-4	8	-10	0
Cc1cccc(OCC(=O)NCC2CCCO2)c1C (centres undefined)	1	1	0.18	1524	6	1	98	-4	-3	5	4
CCOC(=O)Cc1c(C)c2c(O)cc(O)cc2oc1=O	1	1	-1.2	1592	11	-4	93	13	-1	5	11
CCOC(=O)c1ccc(NC(=O)CSc2nc(C)nc3c2c(=O)n(C)c(=O)n3C)cc1	0.9	1.1	·	1553	6	6	102	0	-7	8	-3
O=C(Cc1c[nH]c2ccccc12)OCC(=O)c1ccccc1	1	1.1	·	1521	-36	-4	136*	-5	-3	2	12
COc1ccccc1C(=O)Nc1ccc2c(c1)OCO2	0.6	1	-0.78	1450	-19	6	124	4	-35	36	6
CCOc1cc(NS(=O)(=O)c2ccc(NC(C)=O)cc2)c(OCC)cc1NC(=O)C(C)C	0.8	1	0.14	1583	11	-6	89	8	2	18	0
CN(CC(=O)Nc1c(Cl)cccc1Cl)C(=O)CCCN1C(=O)c2ccccc2C1=O	1.1	1	-0.032	1494	2	6	98	-2	5	-7	0
O=C(CCl)Nc1ccc(N2CCCCCC2)cc1	1	1.1	-0.9	1669	10	9	96	8	-11	4	2
CC(=O)NN1C(=O)c2ccc(Oc3cccc([N+](=O)[O-])c3)cc2C1=O	1.1	1	·	1546	-5	1	109	-7	5	-7	-1
COc1ccc(NS(=O)(=O)c2cc(N/C(=N\S(=O)(=O)c3ccccc3)c3ccc(F)cc3)ccc2Cl)cc1	0.9	1.1	·	1385	-10	-3	109	-2	-4	6	2
CC1(C)Cc2cccc(OCC(=O)Nc3ccc(OCC(N)=O)cc3)c2O1	1.1	1	1.3	1717	1	4	103	12	-2	-13	2

A second format for part of the listing above.
Every second line gives: bIAP act	TNAP act hiacc	ROMK primary	SRC2 TRFRET art	STAT3 blocker	PPARg SRC-3 ag	STAT3 activator	PPARg SRC1 recr	STAT1 blocker	bIAP inhibitor	PPARg SRC-2 ag
CCOc1cc(NS(=O)(=O)c2ccc(NC(C)=O)cc2)c(OCC)cc1NC(=O)C(C)C
  0.8	1	0.14	1583	11	-6	89	8	2	18	0
O=C(Cc1c[nH]c2ccccc12)OCC(=O)c1ccccc1
  1	1.1	·	1521	-36	-4	136*	-5	-3	2	12
O=C(CCl)Nc1ccc(N2CCCCCC2)cc1
  1	1.1	-0.9	1669	10	9	96	8	-11	4	2

Remaining list, next part
SMILES	bIAP act	TNAP act hiacc	ROMK primary	SRC2 TRFRET art	STAT3 blocker	PPARg SRC-3 ag	STAT3 activator	PPARg SRC1 recr	STAT1 blocker	bIAP inhibitor	PPARg SRC-2 ag
CCOC(=O)C1(Cc2ccccc2)CCN(Cc2cccc3nccnc23)CC1	1	1.1	-1.5	1497	0	1	102	5	8	5	1
CNC(=O)CCCc1nc(-c2ccccc2Cl)no1	0.9	1.1	3.1*	1507	10	-8	98	6	-4	10	16
CC(/C=C/c1cccc([N+](=O)[O-])c1)=N/NC(=O)c1cccnc1	0.9	1	0.11	1529	7	4	94	1	-7	13	-2
CC(OC(=O)c1oc2ccccc2c1COc1ccccc1)C(N)=O (centres undefined)	1.1	1	-0.016	1720	23	4	81	1	-11	-9	-2
CN1CCC(N(C)C(=O)Cc2ccccc2[N+](=O)[O-])CC1	1	1	0.051	1504	-4	2	109	-2	-4	-1	-1
CC(=O)OC(Cn1ccnc1)c1ccccc1 (centres undefined)	0.9	1	·	1493	10	-6	100	-3	3	15	3
COc1ccc(NC(=O)c2cc(S(=O)(=O)N(Cc3ccccc3)c3ccccc3)ccc2Cl)cn1	0.9	1	·	1662	3	1	98	0	0	8	5
Nc1ncnc2oc(-c3ccco3)c(-c3ccco3)c12	0.9	1	·	1645	11	-5	95	1	-19	8	6
COc1ccc(NC(=O)CSc2n[nH]c(N)n2)cc1OC	1.1	1.1	-0.0043	1614	2	-1	107	2	0	-15	12
Cc1ccc(S(=O)(=O)N(C)C)cc1NC(=S)NCCc1ccccn1	1.1	1	-0.38	1609	2	1	109	8	0	-13	7
CCOc1ccc(/C=C2/C(=O)N(c3ccc(OC)cc3)C(=S)N2CC(=O)OC)cc1OCC	1	0.9	·	1200	6	2	97	7	-4	-4	-1
CSCC(C)N1CCC(CO)(CCCc2ccccc2)CC1 (centres undefined)	1	1.1	0.39	1569	-3	-4	107	-3	-2	0	-1
CCCc1nnc(SCC(=O)N2CCCCC2C)n1CC1CCCO1 (centres undefined)	0.9	1.1	·	1539	2	-6	99	-6	1	7	-5

Arranged by value in PPARg SRC-3 ag (rising): 3 from the list above.
mol,PPARg SRC-3 ag
CC(=O)OC(Cn1ccnc1)c1ccccc1 (centres undefined),-6
Nc1ncnc2oc(-c3ccco3)c(-c3ccco3)c12,-5
Cc1ccc(S(=O)(=O)N(C)C)cc1NC(=S)NCCc1ccccn1,1
